Source: PubChem BioAssay (National Center for Advancing Translational Sciences (NCATS))
IL2 activator – activators of IL-2; hit rate 0.065% among 360,000; AID 652025; activation, % (series mostly up to about 46 µM); IL-2 activation reporter assay, cell-based qHTS; stimulated with anti-CD3/CD4/CD28 beads; in transgenic mouse T cells; in the data active = activation above about 50%; inconclusive = mostly about 30% to 49%; also: 0% is about no effect
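Readout: EGFP and DsRed signals by fluorescent plate cytometry. Unstimulated transgenic mouse T cells received compound 60 min before antibody-bead stimulation, then incubated 18 h at 37 degrees C.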
EPAC1 antag – blocks human EPAC1 exchange factor | O95398 | AID 720709 | EPAC1 GEF assay, Rap1b-BODIPY-GDP exchange fluorescence | Potency, µM (highest dose often 115 µM), for the others: at the top dose activity change, negative = inhibition, usual class: inhibitors | hit rate 0.14% among 360,000;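 also: potency is read from the fitted curve at half-maximal effect; plate controls were vehicle for no effect and positive control for full effect; nearly all actives have a fitted effect of over 50% in size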
PLK1 PBD block – PLK1 (human) polo-box domain binding inhibition; P53350; Plk1 PBD binding of FITC phosphopeptide, fluorescence polarization; Potency, µM, for the others: max response, negative = inhibition, hits mostly inhibitors; hit rate 2.8% among 360,000; AID 720504; also: potency is read from the fitted curve at half-maximal effect; series mostly up to about 57 µM; % is scaled to controls: 0 for no effect and ±100 for the full control effect; nearly all actives have a fitted effect of over 65% in size
Target sequence (P53350 whole entry, looked up, the tested form may be a part): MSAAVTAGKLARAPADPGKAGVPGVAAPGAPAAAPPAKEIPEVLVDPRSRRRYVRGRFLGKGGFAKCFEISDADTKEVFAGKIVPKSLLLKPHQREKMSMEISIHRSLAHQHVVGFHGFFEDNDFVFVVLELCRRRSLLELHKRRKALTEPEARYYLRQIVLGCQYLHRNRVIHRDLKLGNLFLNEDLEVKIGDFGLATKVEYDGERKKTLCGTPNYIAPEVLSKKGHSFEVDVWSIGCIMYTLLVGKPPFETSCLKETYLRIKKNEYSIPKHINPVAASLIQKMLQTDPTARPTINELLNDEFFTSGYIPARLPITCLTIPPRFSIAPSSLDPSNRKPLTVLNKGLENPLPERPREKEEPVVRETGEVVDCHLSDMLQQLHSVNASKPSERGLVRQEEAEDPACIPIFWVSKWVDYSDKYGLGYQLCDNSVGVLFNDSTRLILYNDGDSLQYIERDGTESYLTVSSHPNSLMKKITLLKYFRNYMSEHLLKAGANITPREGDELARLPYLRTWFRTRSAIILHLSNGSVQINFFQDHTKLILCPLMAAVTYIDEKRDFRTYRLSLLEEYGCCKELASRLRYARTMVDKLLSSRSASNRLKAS
WRN helicase inh – blocks human WRN helicase. AID 651768. WRN helicase unwinding, fluorescent forked duplex, kinetic. Q14191. Potency, µM (highest dose often 114 µM), inactives show top-dose activity change, negative = inhibition, actives largely listed as inhibitors. hit rate 0.46% among 360,000; also: potency is read from the fitted curve at half-maximal effect; % is scaled to controls: 0 for no effect and ±100 for the full control effect; nearly all actives have a fitted effect of over 55% in size
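Screening of the MLSMR collection measured strand separation of a quenched forked DNA duplex (100 nM) by 20 nM WRN with 2 mM ATP, all final. Compounds were preincubated with enzyme 15 min at room temperature.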
CCT chaperon mod – cytosolic chaperonin activity modulation; purified chaperonin ATPase assay, HTRF ADP detection, 30 min; activity change, % (no concentration beside the values), hits read low; AID 651819; hit rate 0.3% among 360,000; in the data active = activity change below about -30%; also: % is scaled to controls: 0 for no effect and ±100 for the full control effect
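ATPase activity: ADP formed was measured by HTRF Transcreener (665/615 nm ratio) after 30 min at 37 deg C with 10 uM ATP. Compounds screened at one 76 uM concentration against 40 or 20 nM TRiC in Tris pH 7.4/KCl/MgCl2/DTT buffer.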
EPAC2 agonist – activates human EPAC2 exchange factor; Q8WZA2; EPAC2 activation, biochemical qHTS; response scale: 100% = 6.5 mM cAMP response; Potency, µM (titrated, usually from 154 µM), without a hit: at the top dose activation, usual class: activators; hit rate 0.079% among 360,000; AID 720711; also: potency is read from the fitted curve at half-maximal effect; nearly all actives have a fitted effect of over 50% in size
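Setup: EPAC2 100 nM, labeled Rap1B complex 250 nM, free GDP 50 uM. Compound titrations pinned in, brief spin, 5 min room temperature incubation. Kinetic fluorescence read over 30 min, normalized to 6.5 mM cAMP.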
EPAC1 ag – agonists of human EPAC1; O95398; EPAC1 agonist qHTS, biochemical assay; response scale: 100% = response to 6.5 mM cAMP; Potency, µM (titrated, usually from 154 µM), without a hit: top-dose activation, hits mostly activators; hit rate 0.073% among 360,000; AID 720707; also: potency is read from the fitted curve at half-maximal effect; nearly all actives have a fitted effect of over 60% in size
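EPAC1 100 nM, Rap1B–BODIPY-GDP 250 nM, unlabeled GDP 50 uM; compound titration; 5 min RT; kinetic read ex480/em540 at 5-min intervals ×30 min; data normalized to 6.5 mM cAMP agonist control.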
PI5P4Ka inh – PI5P4K alpha (human) kinase inhibition; hit rate 1.2% among 330,000; AID 652105; max response, %; PI5P4Kalpha enzyme, ADP-Glo luminescence, 60 min; hits give low values; P48426; active = max response of -50% or lower; inconclusive = between -30% and -50%; inactive = -30% or higher; also: value at the top dose of about 77 µM; % is scaled to controls: 0 for no effect and ±100 for the full control effect
Target sequence (P48426 whole entry, looked up): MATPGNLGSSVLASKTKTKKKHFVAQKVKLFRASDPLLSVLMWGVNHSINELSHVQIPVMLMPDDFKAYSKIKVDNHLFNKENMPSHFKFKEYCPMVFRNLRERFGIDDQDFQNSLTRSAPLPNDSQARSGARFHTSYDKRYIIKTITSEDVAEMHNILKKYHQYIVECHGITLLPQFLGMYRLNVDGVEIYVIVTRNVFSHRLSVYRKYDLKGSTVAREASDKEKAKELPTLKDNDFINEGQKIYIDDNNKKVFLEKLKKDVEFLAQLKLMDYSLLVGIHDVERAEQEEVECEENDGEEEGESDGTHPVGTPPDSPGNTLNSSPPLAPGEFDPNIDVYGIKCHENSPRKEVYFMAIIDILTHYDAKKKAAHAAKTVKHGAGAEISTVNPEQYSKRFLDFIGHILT
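Enzyme plus substrate dispensed, test compounds pinned in, then ATP (5 microM final) added. After 60 min at RT, ADP-Glo reagent 1 for 45 min and reagent 2 for 30 min preceded luminescence imaging.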
* = called active by the depositor; ? = inconclusive; · = not tested or not shown; [ ] = remark or other dose. Unless noted, calls follow the shape of the dose curve; as a rule, active = well fitted curve in the direction sought with a large enough effect; inconclusive = small, poorly fitted or top-dose-only effect, or another doubt; inactive = no such curve, though single readings can be large; an effect the other way counts as inactive or inconclusive. This is a subset; count on the stated rates, not on these rows.

SMILES	IL2 activator	EPAC1 antag	PLK1 PBD block	WRN helicase inh	CCT chaperon mod	EPAC2 agonist	EPAC1 ag	PI5P4Ka inh
O=C(CSCc1ccc([N+](=O)[O-])cc1)NN=C1CCCCCC1	-1.4	17%	-7%	-16%	1.1	1%	-4%	·
O=C(Nc1ccc(S(=O)(=O)Nc2ncccn2)cc1)C1CC(=O)N(c2ccc(Cl)cc2)C1 (stereo unspecified)	-0.4	-1%	0%	-6%	-4.3	4%	1%	1
O=C(C(=O)N1CCCCCC1)c1c[nH]c2ccccc12	-0.1	11%	-14%	4%	-6.0	11%	-4%	2
CC1CN(CCCOc2ccccc2[N+](=O)[O-])CC(C)O1 (stereo unspecified)	0.2	3%	-1%	3%	-3.2	9%	-1%	·
CS(=O)(=O)c1cccc(C(=O)NCc2ccccc2)c1	-1.1	-5%	?	-6%	-3.0	16%	5%	·
O=C1OC(Cc2ccncc2)C(O)=C1C1=NCCCN1 (stereo unspecified)	3.1	-4%	-2%	-3%	-0.1	-2%	2%	5
S=c1[nH]cc(-c2ccccc2)[nH]1	-0.6	-2%	-10%	-9%	-2.9	2%	-2%	2
COc1cc(C)c(C)cc1S(=O)(=O)N1CCN(Cc2ccccc2)CC1	-2.3	-24%	-11%	-6%	-1.6	1%	14%	·
Cc1ccc(C)c(C(O)c2ncc(-c3cccc4ccccc34)[nH]2)c1 (stereo unspecified)	1.5	-8%	-3%	-4%	0.0	17%	1%	-1
O=C(Nc1cccc(NC(=O)c2cccc([N+](=O)[O-])c2)n1)c1cccc([N+](=O)[O-])c1	0.5	-7%	2%	4%	-0.8	1%	-1%	0
Cn1cnnc1SCC(=O)NC1CCCN(Cc2ccc(Cl)cc2)C1 (stereo unspecified)	-0.7	-12%	-6%	-29%	-2.3	9%	6%	12
CC(=O)COC(=O)c1cc(-c2ccc(C)cc2)nc2ccccc12	0.1	-2%	-12%	5%	7.5	23%	-4%	2
CCN(CC)CCn1c(=S)[nH]c2ncccc2c1=O	-1.2	-2%	3%	-5%	-0.2	11%	6%	0
CCOC(=O)C1C(=O)NC(C(=O)OCC)(C(=O)OCC)C1C(C)CC (stereo unspecified)	-0.6	-1%	2%	3%	1.1	-2%	-8%	4
COc1ccc(N(Cc2ccccc2)S(=O)(=O)c2cccc(C(=O)Nc3ncccc3C)c2)cc1	0.3	-6%	-13%	-20%	0.9	6%	-3%	-1
OCC1(Cc2ccccc2)CCN(Cc2cnc(-c3cccc4ccccc34)nc2)CC1	-2.2	3%	-1%	4%	2.9	8%	-3%	-5
COc1ccc(CCCC(=O)NCCc2ccccc2)cc1	0.5	7%	4%	5%	0.4	2%	10%	1
COC(=O)c1ccc(CSc2nc(C(F)F)cc(C)c2C#N)o1	-4.3	-21%	-9%	-5%	-2.6	24%	6%	-11
CN1C(=O)C(O)(CC(=O)c2cccs2)c2ccccc21 (stereo unspecified)	0.6	-5%	-2%	1%	-0.4	9%	11%	0
COc1cc2[nH]c(=S)nc(NCC3CCCO3)c2cc1OC (stereo unspecified)	-2.1	-3%	-13%	-7%	-0.8	3%	1%	-14
COCCN(CCOC)Cc1cc(=O)oc2ccc3ccccc3c12	-0.7	0%	-7%	-10%	0.4	3%	-3%	2
Cc1ccc(S(=O)(=O)N2CCC(C(=O)N3CCCC3C(=O)N[C@@H](CC(C)C)C(=O)NCC(N)=O)CC2)cc1 (stereo partly specified)	-0.5	10%	-13%	2%	-0.8	9%	-1%	-2
CNC(=O)C1C2C=CC3(O2)C1C(=O)N(CCOC)C3C(=O)NCc1ccc(OC)cc1 (stereo unspecified)	-0.4	1%	-1%	-5%	-0.1	7%	0%	5
CCc1ccccc1N(CC(=O)NCc1ccco1)C(=O)c1snc(C(N)=O)c1N	0.4	1%	-9%	-19%	-1.4	2%	-2%	-25
c1ccc(CCC2CCCCN2Cc2nc(-c3ccc4c(c3)OCO4)no2)nc1 (stereo unspecified)	-4.1	-3%	1%	-3%	-2.1	-7%	0%	0

In the list so far, 2 contain an aryl thioether with sulfur outside any ring:
SMILES	IL2 activator	EPAC1 antag	PLK1 PBD block	WRN helicase inh	CCT chaperon mod	EPAC2 agonist	EPAC1 ag	PI5P4Ka inh
Cn1cnnc1SCC(=O)NC1CCCN(Cc2ccc(Cl)cc2)C1 (stereo unspecified)	-0.7	-12%	-6%	-29%	-2.3	9%	6%	12
COC(=O)c1ccc(CSc2nc(C(F)F)cc(C)c2C#N)o1	-4.3	-21%	-9%	-5%	-2.6	24%	6%	-11

Returning to the listing; the 2 compounds before the break are reprinted first.
SMILES	IL2 activator	EPAC1 antag	PLK1 PBD block	WRN helicase inh	CCT chaperon mod	EPAC2 agonist	EPAC1 ag	PI5P4Ka inh
CCc1ccccc1N(CC(=O)NCc1ccco1)C(=O)c1snc(C(N)=O)c1N	0.4	1%	-9%	-19%	-1.4	2%	-2%	-25
c1ccc(CCC2CCCCN2Cc2nc(-c3ccc4c(c3)OCO4)no2)nc1 (stereo unspecified)	-4.1	-3%	1%	-3%	-2.1	-7%	0%	0
CN(C)CCNc1ncnc2c1ncn2[C@H]1CN(Cc2ccccc2)C[C@@H](CO)O1	-0.1	-7%	4%	-4%	1.6	3%	7%	6
CC1(NC(=O)Cc2ccc(Cl)c(Cl)c2)CCS(=O)(=O)C1 (stereo unspecified)	-0.1	4%	-8%	-5%	2.1	27%	6%	-11
CC(C)=CCN1CCN(Cc2nc(-c3ccccc3)cs2)CC1CCO (stereo unspecified)	2.3	-22%	-4%	-3%	-1.0	8%	5%	10
CCCn1c(SCC(=O)Nc2cccc(Cl)c2Cl)n[nH]c1=O	-0.4	-3%	-1%	-3%	-7.0	2%	9%	7
O=S1(=O)C=C(SCc2cccc(Cl)c2)Nc2ccccc21	-5.0	-6%	-2%	-16%[57.1 µM]	-1.4	9%	10%	-1
O=C1CN(C(=O)c2cc([N+](=O)[O-])ccc2Cl)C(c2ccc(F)cc2)c2cc(F)ccc2N1 (stereo unspecified)	0.2	7%	5%	-22%	-0.9	3%	2%	12
Cc1cc(OCC(=O)N2CCOCC2)cc2oc(=O)c3ccccc3c12	-1.8	-5%	0%	-4%	1.0	6%	9%	48
O=C(Nc1ccccc1N1CCCC1)C1CCN(S(=O)(=O)c2cccc(C(F)(F)F)c2)CC1	-3.1	-22%	-2%	-1%	-0.1	-7%	-2%	-6
O=C(CCc1ccccc1)c1c(O)cc(O)cc1O	0.3	?	-16%	-7%	2.2	8%	-12%	-11
CCOCCCNC(=O)N1CCOCC1	-2.5	9%	-7%	10%	-1.2	-4%	2%	·
Cn1nc(C(C)(C)C)c([N+](=O)[O-])c1C(=O)Nc1ccc(Br)cc1	0.9	-2%	2%	-6%	-1.3	3%	-8%	-9
O=C(NCC(c1ccco1)N1CCOCC1)c1ccc([N+](=O)[O-])cc1 (stereo unspecified)	0.0	13%	-10%	-2%	-1.4	0%	-9%	1
Cc1ccc(S(=O)(=O)N2CCC(NC(=O)c3cccc(C)c3)CC2)cc1	-0.1	-7%	-10%	-1%	-6.3	5%	4%	10
COc1cc(/C=C2\C(=N)N3N=C(S(C)(=O)=O)SC3=NC2=O)ccc1OS(=O)(=O)c1ccc(C)cc1	1.1	?	24µM*	-24%[11.6 µM]	-3.1	-2%	2%	-80*
Cc1cc(C)c2c(CN3CCN(Cc4ccccc4)CC3)cc(=O)oc2c1	-0.4	3%	1%	-4%	-2.6	12%	0%	22
COc1ccc(/C=C/C(=O)OCC(=O)NCCc2ccccc2)c(OC)c1	-0.8	-4%	0%	2%	-0.9	4%	5%	4
CCOC(=O)c1cn(Cc2ccc(C)cc2)c2cc(F)ccc2c1=O	-1.6	-7%	4%	-5%	-0.2	8%	-2%	7
CCCC[C@H]1C2=C3[C@@H](CC(C(=O)OC)=C[C@@H](C(=O)OC)[C@H]3C(C)(C)C2=O)n2c(=O)n(-c3ccccc3)c(=O)n21	0.3	4%	-9%	-5%	1.0	-2%	0%	-2
CCOC(=O)C1=C(C)N(CC(C)C)C(=O)/C1=C\c1cccs1	10	5%	-5%	-20%	1.1	-8%	-4%	1
N#Cc1ccccc1CSc1nc(N)cc(N)n1	1.5	-22%	-21%	-33%	0.0	-2%	-2%	6
COC(=O)Cc1c(C)c2ccc(OC(C)C)cc2oc1=O	-0.6	-3%	5%	-5%	-1.9	9%	10%	-2
O=C(NC(=S)N1CCOCC1)c1cc2ccccc2o1	-1.5	-3%	-6%	1%	-3.7	8%	-3%	3
CCOC(=O)/C(=N\Nc1ccccc1Cl)N1CCN(c2ccccc2OC)CC1	-0.2	1%	4%	-10%	0.0	8%	0%	15
CN(C(=O)c1ccc(-c2ccccc2)cc1)C1CCCCC1	-3.3	7%	1%	0%	0.2	0%	2%	1
Cc1ccc(CCNC(=O)C2CCN(C(=O)c3sccc3-n3cccc3)CC2)cc1	-0.3	9%	-3%	-8%	-2.5	12%	-3%	-13
SMILES	IL2 activator	EPAC1 antag	PLK1 PBD block	WRN helicase inh	CCT chaperon mod	EPAC2 agonist	EPAC1 ag	PI5P4Ka inh
COc1ccc(-c2noc(N3CCC(C(=O)NCCCN4CC(C)CC(C)C4)CC3)n2)cc1 (stereo unspecified)	1.0	-30%	-12%	1%	-1.1	11%	5%	-11
CCc1nnc(NC(=O)CCC(=O)N2CCN(CCOc3ccc(C)cc3)CC2)s1	-1.7	-12%	-11%	1%	0.5	-2%	11%	2
Cc1cc(COc2ccccc2OCc2cc(C)no2)on1	-1.7	5%	-2%	12%	-7.5	1%	-3%	·
O=C(c1ccc(S(=O)(=O)Nc2ccc(F)cc2)cc1)N1CCN(c2ccccn2)CC1	1.0	-12%	-6%	-10%	-6.4	10%	3%	-13
Cc1ccccc1-n1nc2c(c1NC(=O)C(C)C)CS(=O)(=O)C2	0.4	-3%	-4%	3%	-0.4	3%	-10%	1
C[C@H]1CN([C@@H](C)CO)C(=O)CCCn2cc(nn2)CO[C@@H]1CN(C)C(=O)Cc1ccccc1	1.0	-16%	-13%	-4%	-2.6	13%	10%	6
CCCNC(=O)c1ccc(Cl)c(Cl)c1	-0.2	2%	21µM*	5%	-3.0	3%	6%	-11
CCOC(=O)c1c(NC(=O)CSc2nnc3ccccn23)sc2c1CCC2	-2.3	-16%	-9%	-14%	-1.1	-2%	3%	-4
O=C(CNc1ccc2c(c1)OCO2)N/N=C\c1cn(Cc2ccccc2)c2ccccc12	-0.5	-2%	-6%	14%	1.4	6%	-2%	-13
CCCCCC(=O)Nc1cc(S(=O)(=O)N2CCCCC2)ccc1N1CCOCC1	-3.5	-2%	3%	-25%	-3.6	-4%	0%	0
Cc1cc(C(=O)OCC(=O)NCCN2C(=O)CSC2=O)ccc1[N+](=O)[O-]	2.0	-7%	2%	5%	0.4	-9%	-2%	-6
